miR122 inh: miR-122 Renilla sensor signal increase in Huh7, primary screen, miR-122 inhibitor project, cell-based, single point, plate reader; hit rate 0.3% among 340,000; AID 602342, 2012; activation (reporter increase), % at 12.5 µM; Huh7 miR-122 Renilla luciferase sensor, 48 h; neutral wells = 0, positive control = 100;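 active means mean replicate activation score at least 90 and every replicate individually at or above 90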;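 further: higher luciferase means less miR-122 activity so hits act as miR-122 inhibitors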
PGC1a acetyl inh: inhibitors of PGC1a acetylation signal, primary screen, cell-based, U2OS, AlphaScreen, inhibitor mode. AlphaScreen anti-acetyl-lysine; with virally co-expressed GCN5 acetyltransferase. hit rate 0.17% among 350,000. inhibition, % at 15.6 µM;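 active means every replicate shows inhibition of at least 40%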;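 further: 0% = neutral control wells and 100% = positive control wells; some results beyond the cut were filed as inactive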
ERAP1 inh: human ERAP1 aminopeptidase inhibitors, primary screen, biochemical, single point, plate reader | Endoplasmic reticulum aminopeptidase 1 (Homo sapiens), Q9NZ08 | recombinant ERAP1, Leu-AMC fluorescence, 60 min | inhibition, % at 10.7 µM | hit rate 0.15% among 340,000 | AID 652197, 2013;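 active means mean replicate inhibition of at least 30%, or all replicates individually reaching that 30% level; inactive means mean below 30% and not every replicate reaching it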;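 further: 0% = neutral control wells and 100% = L-leucinethiol positive control wells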
E-selectin induc: E-selectin induction in HUVECs, primary screen, imaging, HUVEC, immunofluorescence imaging, single point. P16581. normalized: neutral wells 0, TNF-alpha wells 100. activation, % at 7.58 µM. hit rate 0.37% among 260,000. AID 686992, 2013;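 active means mean E-selectin-positive cell signal at least 10% of the positive control, reached in at least 60% of replicates, without over 20% cell loss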;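 further: in these data hits start at about 27%; measured in HUVEC primary endothelial cells; signal is the percent of cells scored E-selectin positive by PE staining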
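Test system – human umbilical vein endothelial cells (HUVEC), E-selectin induction · Input – 3,000 HUVEC seeded per well · Buffer or medium – EGM-2, gelatin · Compound dosing – single-point compound dose · Detection – immunofluorescence imaging · Measure – percent E-selectin-positive cells · Controls – TNF-alpha high, DMSO low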
RAD54 inh: inhibitors of human RAD54 branch migration, primary screen, biochemical, fluorescence, single point; DNA repair and recombination protein RAD54-like (Homo sapiens), Q92698; RAD54 Holliday junction branch migration, FAM/BHQ fluorescence; inhibition, % at 10.4 µM; hit rate 0.14% among 360,000; AID 602329, 2012;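 active means mean normalized replicate activity at least 40 and at least half of replicates scoring 40 or more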;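 further: 0% = median of neutral control wells and 100% = median of positive control wells; inhibitors cause a drop in the FAM fluorescence signal; in these data hits start at about 50%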
PglD DTNB: C. jejuni PglD acetyltransferase inhibitors, primary screen, biochemical, DTNB colorimetric, single point; inhibition, % at 12.5 µM; hit rate 0.098% among 360,000; purified PglD enzyme, DTNB colorimetric CoA detection; in the data active means inhibition above about 16%, passing the limit was not always enough; further: strong numbers were not always called active
RAD52 anneal inh: RAD52 DNA annealing inhibitors, primary screen, biochemical, FRET, single point, set 2. AID 651710, 2012. hit rate 0.46% among 360,000. DNA repair protein RAD52 homolog (Homo sapiens), P43351. inhibition, % at 18.7 µM. recombinant RAD52 DNA annealing, FRET fluorescence;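 active means every replicate showing at least 50% inhibition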
Target sequence (P43351 whole entry, looked up): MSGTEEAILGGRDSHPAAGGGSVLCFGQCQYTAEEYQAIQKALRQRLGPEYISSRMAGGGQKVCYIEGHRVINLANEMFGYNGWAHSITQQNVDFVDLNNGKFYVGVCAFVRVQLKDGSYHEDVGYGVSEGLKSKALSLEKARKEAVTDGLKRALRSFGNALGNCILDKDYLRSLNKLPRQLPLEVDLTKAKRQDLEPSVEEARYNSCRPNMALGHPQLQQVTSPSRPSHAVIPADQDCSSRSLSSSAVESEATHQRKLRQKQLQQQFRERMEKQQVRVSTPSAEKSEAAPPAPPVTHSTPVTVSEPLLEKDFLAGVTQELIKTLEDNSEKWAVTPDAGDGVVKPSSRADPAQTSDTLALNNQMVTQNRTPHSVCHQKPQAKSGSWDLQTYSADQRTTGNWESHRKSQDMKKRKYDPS
Cneo AK release: Cryptococcus neoformans cell lysis inducers, primary screen, AK release luminescence, single concentration; C. neoformans lysis, adenylate kinase release luminescence, 4 h; normalised: neutral wells 0, clomiphene wells 100; lysis activity, % at 15 µM; hit rate 0.2% among 360,000; AID 651654, 2012;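 active means mean lysis activity across replicates of at least 80%, whatever share of replicates individually reach that level; inactive means mean lysis activity below 80%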
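Test system: log-phase Cryptococcus neoformans yeast cells. Input: 5 × 10^6 yeast cells/mL. Medium: fresh YPD growth medium. Doses: single dose. Incubation: static 4 h at 37 °C with compound, 1 h detection. Measured by: luminescent adenylate kinase detection reagent. Read-out: signal increase indicating cell lysis. Benchmarks: Clomiphene.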
Starred values were filed as active, the others as inactive; . = no result given; & = joins results of further samples; [ ] = another dose, or the depositor's remark.

Structure	miR122 inh	PGC1a acetyl inh	ERAP1 inh	E-selectin induc	RAD54 inh	PglD DTNB	RAD52 anneal inh	Cneo AK release
Cc1cc(C(=O)Nc2ccc(S(=O)(=O)N3CCOCC3)cc2)ccc1[N+](=O)[O-]	.	.	-1	.	-10	-8	1	1
O=C(NCCCN1CCOCC1)C1Nc2ccc(OC(F)(F)F)cc2C2C=CCC12 (configuration not stated)	-5	-3	.	0.0	-8	-2	.	-1
CCCNC(=O)C[C@@H]1C[C@@H]2c3cc(NS(=O)(=O)c4ccc(F)cc4)ccc3O[C@@H]2[C@H](CO)O1	3[16.7 µM]	-2	1	-0.2	-12	-1	-10	-9
CN(C)/C=C/C(=O)c1ccc(Oc2ccccc2)cc1	7	-3	3	.	-5	-5	-54	0
COc1ccc(Cc2nnc(NC(=O)Nc3ccc(C)cc3)s2)cc1OC	14	0	1	2.3	-7	-2	-6	1
Cc1cccc(C)c1OCC(=O)N(Cc1ccc(Cl)cc1)C1CCS(=O)(=O)C1 (configuration not stated)	-5	-6	-4	.	-6	2	-2	1
COc1ccc(NC(=O)COC(=O)c2ccc([N+](=O)[O-])o2)cc1Cl	.	7	0	1.6	.	.	-8	.
O=C(C[C@H]1CC[C@@H]2[C@H](COC[C@H](O)CN2C(=O)Nc2ccc(F)cc2)O1)NCCCN1CCOCC1	-5[16.7 µM]	-8	1	0.0	3	2	0	0
CCN(C[C@H]1N[C@@](Cc2ccccc2)(C(=O)OC)[C@H]2C(=O)N(C)C(=O)[C@@H]12)C(=O)c1ccc(F)cc1	.	.	0	0.4	1	-3	-5	-4
O=C(Nc1cccc(C(F)(F)F)c1)C1CCCN(S(=O)(=O)c2cnc[nH]2)C1 (configuration not stated)	-3	0	.	.	-3	1	.	2
C[C@H]1CCCCO[C@H](CN(C)S(=O)(=O)c2cccs2)[C@@H](C)CN([C@@H](C)CO)C(=O)c2cc(NS(=O)(=O)c3ccc(Cl)cc3)ccc2O1	27[16.7 µM]	-4	-1	.	5	-3	-27	-3
CCOC(=O)C1(C)NC(c2cccc(C)c2)C2C(=O)N(c3ccccc3)C(=O)C21 (configuration not stated)	2	18	6	1.4	2	9	-8	-2
C[C@@H]1CCCCO[C@H](CN(C)C(=O)Cc2ccccc2)[C@@H](C)CN([C@H](C)CO)C(=O)c2cc(NS(=O)(=O)c3ccccc3)ccc2O1	0[16.7 µM]	-7	-1	-0.3	0	2	-4	1
O=c1oc2c(CN3CCN(CCO)CC3)c(O)ccc2cc1-c1ccccn1	0	-3	98*	0.3	6	-12	1	-1
CCC(=O)N(C)C[C@@H]1Oc2ncc(-c3ccccc3C)cc2C(=O)N([C@@H](C)CO)C[C@H]1C	-4[16.7 µM]	.	-1	0.7	4	0	-1	7
CCCCC(=O)Nc1ccc(C(N)=O)cc1	-1	4	.	.	2	0	.	0
Cc1ccc(C(=O)NCCN2CCOCC2)cc1	-3	-3	-2	.	8	7	-24	1
CC(O)(c1cccc(F)c1)c1nc(-c2cnc3ccccc3c2)cs1 (configuration not stated)	-1	-30	-1	-0.2	5	1	-10	-4
Cc1cc(-c2n[nH]c(=S)n2/N=C/c2cccc(O)c2)n[nH]1	4	1	6	.	-2	2	-15	2
Cc1cc(C)nc(NC2=NCCN2C(=S)Nc2c(C)cccc2C)n1	-4	.	.	6.9	4	2	-8	2
CN(CC(=O)Nc1cccc(F)c1)C(=O)c1sc2ccccc2c1Cl	-8	-3	1	.	-4	0	-25	-1
C=CCn1c(SCc2c(C(=O)OC)sc(N)c2C(=O)OC)nnc1-c1ccc(Br)cc1	6	-13	.	.	0	-6	.	3
COc1ccc(Br)cc1CNC(=O)C1CCN(C(=O)N(C)C)CC1	-1	-7	-2	-0.3	.	.	-3	.
CC1CCCCN1C(=O)Cn1c(=O)oc2ccccc21 (configuration not stated)	0	0	.	.	-13	7	.	1
Cc1cc(C)n(S(=O)(=O)c2ccc(Cl)c(Cl)c2Cl)n1	15	-7	.	.	15	3	.	-1
CC(=O)NS(=O)(=O)c1ccc(NC(=O)c2ccc(Br)o2)cc1	-11	.	.	.	-4	0	.	0
Cc1ccc(F)cc1C(=O)N1CCOCC1c1cc(C(=O)Nc2ccccc2)no1 (configuration not stated)	-4	.	1	.	-3	2	-7	-3
Cc1ccccc1NS(=O)(=O)c1ccc(S(=O)(=O)N2CCCC2)cc1	-11	.	2	0.1	-1	-3	-7	-1
Cc1ccc(/C=C2\SC(=S)N(C3CCS(=O)(=O)C3)C2=O)o1 (configuration not stated)	-17	7	2	.	-13	-1	-74	0
CCC1Nc2ncnc(N3CCN(c4ccccc4)CC3)c2N(Cc2ccccc2)C1=O (configuration not stated)	0&0	-9&-1	0&-1	-0.2&-0.1	7&5	0&-5	-26&-26	-2&0

The last 2 entries of the part before come first, to join the parts:
Structure	miR122 inh	PGC1a acetyl inh	ERAP1 inh	E-selectin induc	RAD54 inh	PglD DTNB	RAD52 anneal inh	Cneo AK release
Cc1ccc(/C=C2\SC(=S)N(C3CCS(=O)(=O)C3)C2=O)o1 (configuration not stated)	-17	7	2	.	-13	-1	-74	0
CCC1Nc2ncnc(N3CCN(c4ccccc4)CC3)c2N(Cc2ccccc2)C1=O (configuration not stated)	0&0	-9&-1	0&-1	-0.2&-0.1	7&5	0&-5	-26&-26	-2&0
CCCCCCCn1c(C)nnc1-c1cnn(C)c1N	0	14	-2	2.8	.	.	-19	.
Cc1cc(C)cc(-n2c(C)cc(/C=N\NC(=O)COc3cccc4cccnc34)c2C)c1	-5	1	-3	.	0	2	-45	0
C[C@@H]1CN([C@@H](C)CO)C(=O)c2cccc(NC(=O)c3ccc(-c4nccs4)cc3)c2O[C@@H]1CN(C)C(=O)NC1CCCCC1	-11[16.7 µM]	-4	1	4.0	-1	-2	7	0
CCCCc1ccc(NC(=O)CSC2=C(C#N)C(c3ccco3)C3=C(CCCC3=O)N2)cc1 (configuration not stated)	35	1	.	.	-2	3	.	1
O=C1Nc2ccc(Br)cc2C1=C1CCCCC1	24	2	-3	0.3	-7	0	-5	1
CCc1nnc(NS(=O)(=O)c2ccc(NCc3cc(Cl)ccc3O)cc2)s1	1	-4	2	-0.2	-12	-1	-9	-1
CCCOc1ccc(F)cc1-c1cc(C(=O)Nc2ccc(F)cc2)[nH]n1	-5	-2	-3	0.9	-4	22*	-1	1
CC(C)(C)S(=O)N1Cc2cc(=O)n(Cc3ccccc3)cc2[C@H]1CCO (some centres not stated)	-1	-24	0	0.0	-3	-3	-8	8
COc1nc(N/N=C/c2ccc(-c3ccccc3[N+](=O)[O-])o2)nc(N2CCOCC2)n1	3	5	2	-0.2	-8	5	-25	-2
OCC1(Cc2cccc(Cl)c2)CCCN(Cc2cnn(-c3ccccc3)c2)C1 (configuration not stated)	3	-7	-2	.	.	.	-116	.
O=C(OCc1ccc([N+](=O)[O-])cc1)c1cc(=O)c2ccccc2o1	-5	2	3	.	-3	-3	-20	0
c1cc(-c2ccc(CN3CCOCC3)cc2)n2ccnc2c1	-1	-2	0	0.1	11	-4	-1	-2
O=C(NCC[C@H]1CC[C@@H](NC(=O)c2ccncc2)[C@H](CO)O1)Nc1ccc(Cl)cc1	.	-3	0	0.8	0	-1	10	-1
C[C@H](CO)N1C[C@H](C)[C@@H](CN(C)Cc2ccncc2)OCCCC[C@H](C)Oc2ccc(NC(=O)Nc3cccc4ccccc34)cc2C1=O	4[16.7 µM]	5	-1	0.1	6	3	17	0
CCc1cc(C(=O)Nc2nc(-c3ccccn3)cs2)sc1C	.	3	-2	29*	2	0	-3	3
COc1ccc(CCNC(=O)c2ccc(Cl)cc2)cc1OC	.	0	-4	3.7	9	-1	-18	-1
N/C(Cc1ccc([N+](=O)[O-])cc1)=N\OC(=O)c1ccccc1F	-1	-10	2	.	-5	-6	-3	-16
COc1cc(NC(=O)CN2CCN(Cc3ccc4c(c3)OCO4)CC2)cc(OC)c1	-5	3	.	.	-6	1	.	-1
Cc1ccc(CNC(=O)c2ccc(N3CCC4(CC3)CC(c3cccc(Br)c3)=NO4)c([N+](=O)[O-])c2)cc1	.	.	1	0.3	8	5	-9	4
CC(C)CC#Cc1ccc2c(c1)O[C@H](CN(C)C(=O)Cc1cccnc1)[C@H](C)CN([C@@H](C)CO)S2(=O)=O	.	2	-3	-0.2	2	-1	-10	2
CCOc1ccccc1NC(=O)c1ccc(S(=O)(=O)N(C)C)cc1	-5	3	.	.	-5	2	.	1
O=S(=O)(c1c(Cl)cc(Br)cc1Cl)N1CCN(C(=S)NC2CC2)CC1	.	-12	-1	.	-3	5	-8	0
Oc1cc2ccccc2cc1-c1n[nH]c(=S)o1	0	.	.	.	-10	-3	.	2
COc1ccccc1-c1cc(C(F)(F)F)nc(S(=O)(=O)CCCC(=O)N2CCCCC2C)n1 (configuration not stated)	0	21	.	.	7	-1	.	0
Cc1ccc(S(=O)(=O)N2CCOCC2)cc1C(=O)NC1CCCC1	-6	2	-4	31*	6	-1	-9	-3
O=C(c1cccnc1)N1CC(=O)N2[C@@H](CO)[C@@H](c3ccc(-c4ccc(F)cc4)cc3)[C@@H]2C1	.	-2	2	-0.1	.	.	-4	.
CCN(CC)CCN1c2ccccc2Sc2ccc3ccccc3c21	.	.	1	0.7	17	5	11	2
CC(=O)/C(=N\Nc1ccccc1Cl)Sc1cccc2cccnc12	-2	-5	.	.	2	-4	.	6
COc1cc(C(c2c(C)[nH][nH]c2=O)c2c(C)[nH][nH]c2=O)cc(Br)c1OC	-7	4	0	.	2	-1	-15	0

Bioassay records as filed in PubChem.
